# Screening data from PubChem.
# FN deposit inh – fibronectin deposition inhibition; AH1F fibroblasts, Alexa488-fibronectin deposition fluorescence, overnight; inhibition, % at 12.6 µM; 350,000 tested, 0.086% active; AID 743247;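 active = mean inhibition across replicates of 30% or more, regardless of how many single replicates reach that level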;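 also: positive control wells lacked labelled fibronectin entirely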
#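 Assay system: AH1F fibroblasts assembling fluorescent fibronectin matrix; Amount: 10000 AH1F cells per well; Buffer or medium: DMEM, 2% serum; Probe or stimulus: Alexa488-fibronectin, 24 nM final in well; Doses: single compound dose, delivered by pin transfer; Incubation: 1 h adhesion, overnight exposure; Measured by: fluorescence 485/525 nm; Read-out: fibronectin deposition inhibition.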
# PglD inh – blocks C. jejuni PglD acetyltransferase activity. inhibition, % at 12.5 µM. AID 602405. purified PglD enzyme, DTNB colorimetric CoA detection. 360,000 tested, 0.098% active; in the data active = inhibition above about 16%, passing the limit was not always enough; also: strong numbers were not always called active
# Cneo AK release – causes C. neoformans cell lysis. adenylate kinase release luminescence, 4 h; normalised: neutral wells 0, clomiphene wells 100. lysis activity, % at 15 µM. 360,000 tested, 0.2% active. AID 651654;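 active = mean lysis activity across replicates of at least 80%, whatever share of replicates individually reach that level; inactive = mean lysis activity below 80%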
#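 Material – Cryptococcus neoformans yeast cells · Quantity – 5 × 10^6 yeast cells/mL · Buffer or medium – YPD medium · Compound – single dose · Timing – 4 h static compound exposure, 37 °C, read 1 h post-reagent · Signal – adenylate kinase release luminescence · Read-out basis – lysis from increased AK signal · Benchmarks – Clomiphene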
# Statin myotox sup – suppressors of simvastatin-induced myotoxicity in C2C12 myotubes; 330,000 tested, 0.78% active; ATP luminescence, 48 h; scaled: DMSO 0, geranylgeraniol control 100; rescue of ATP level, % at 7.49 µM;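 active = mean ATP rescue above about 67%, or every replicate alone reaching that limit, limit read from the data, passing the limit was not always enough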;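 also: myotubes were challenged with 10 µM simvastatin during compound exposure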
# GSIS activator – primary screen for activators of insulin secretion dependent on glucose, INS-1E cells, GLuc reporter luminescence; INS-1E GLuc reporter insulin secretion, 2-3 h; activation, % at 16.6 µM; 370,000 tested, 0.61% active; AID 743287;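 active = lowest replicate activation of at least 40%, so every replicate reaches that level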;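 also: 0% = median of neutral control wells and 100% = median of IBMX positive control wells; some compounds called inactive have numbers as strong as hits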
# miR-122 sensor – miR-122 inhibition in Huh7 cells. Huh7 miR-122 Renilla luciferase sensor, 48 h; neutral wells = 0, positive control = 100. activation (reporter increase), % at 12.5 µM. 340,000 tested, 0.3% active. AID 602342;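 active = mean replicate activation score at least 90 and every replicate individually at or above 90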;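 also: higher luciferase means less miR-122 activity so hits act as miR-122 inhibitors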
# F508del corr – CFTR F508del correction in bronchial cells; CFBE cells, YFP halide quenching; stimulated with forskolin plus potentiator P3; % fluorescence drop versus neutral controls; activity (quench increase), % at 7.58 µM; 350,000 tested, 0.36% active; AID 720511;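 active = mean added fluorescence quench of at least 8% versus neutral control, with both replicates also reaching 8%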;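 also: cells transiently co-express mutant CFTR-F508del with the halide-sensitive YFP; corrector assay measuring rescue of mutant channel to the surface after 24 h compound exposure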
# PGC1a acetyl inh – lowers PGC1a acetylation signal in U2OS cells. AlphaScreen anti-acetyl-lysine; with virally co-expressed GCN5 acetyltransferase. inhibition, % at 15.6 µM. 350,000 tested, 0.17% active;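 active = every replicate shows inhibition of at least 40%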;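 also: 0% = neutral control wells and 100% = positive control wells; some results beyond the cut were filed as inactive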
# Active calls of the source: *; x = not tested or not shown; & = joins results of further samples; [ ] = another dose, or the depositor's remark.
canonical_smiles	FN deposit inh	PglD inh	Cneo AK release	Statin myotox sup	GSIS activator	miR-122 sensor	F508del corr	PGC1a acetyl inh
CC1=C(C(N)=O)C(c2cccs2)NC(=S)N1 (stereo not drawn)	-6	x	x	x	7	1	-1.1	-1
CC(C)c1ccc2oc(=O)cc(CN3CCCCC3)c2c1	-16	5	6	-1	44*	-2	1.6	4
Cc1ccc(NCC(=O)N=Nc2c(O)n(C)c3ccccc23)cc1	12	x	x	x	4	x	1.1	1
Cc1nccn1CC(=O)c1ccccc1	0	-2	0	-9	4	-7	-1.4	-4
CC(=O)c1c(C)[nH]c(C(=O)NCc2ccc(C)cc2)c1C	-13	1	-1	16	x	9	x	-3
CC1Sc2ccc(S(=O)(=O)CCC(=O)N3CCCC3)cc2NC1=O (stereo not drawn)	16	4	-1	-15	11	-9	-3.0	-9
O=C(Nc1ccccc1F)N[C@H]1CC[C@H](CCNC(=O)C2CCOCC2)O[C@H]1CO	-7	0	5	1	-4	x	2.3	4
Cc1noc(C)c1NC(=O)Nc1ccc2c(c1)C(=O)N([C@@H](C)CO)C[C@H](C)[C@@H](CN(C)C(=O)Nc1ccc(C(F)(F)F)cc1)OCCCC[C@@H](C)O2	-2	0	-1	-62	-3	2[16.7 µM]	-2.7	1
C[C@H](CO)N1C[C@H](C)[C@@H](CN(C)C(=O)Nc2ccc3c(c2)OCO3)Oc2c(NS(=O)(=O)c3cccs3)cccc2C1=O	x	-3	1	6	-23	2[16.7 µM]	-2.1	10
O=C(C[C@H]1CC[C@H]2[C@@H](COC[C@@H](O)CN2Cc2cc(F)ccc2F)O1)NCc1ccc(Cl)cc1	5&2	2	0	22	-11&-21	-6[16.7 µM]	-0.6&-5.4	3
Cn1c(=O)cc(OCCCC(=O)Nc2ccc3c(c2)OCCO3)c2ccccc21	-4	-2	-3	4	x	2	x	1
Cc1cc(C)cc(-n2c(C)cc(C=C(C#N)C#N)c2C)c1	-4	-6	1	1	x	16	x	7
O=C(N/N=C/c1cc(Cl)ccc1O)c1ccncc1	4	3	2	x	8	3	2.6	9
CC(C)CCNC(=O)c1ccc(C2SCC(=O)N2Cc2ccco2)cc1 (stereo not drawn)	-2	0	0	0	x	2	x	-6
Cc1noc(C)c1S(=O)(=O)Nc1ccc2c(c1)C(=O)N([C@H](C)CO)C[C@@H](C)[C@@H](CN(C)C(=O)c1ccccc1)OCCCC[C@H](C)O2	3	3	-9	x	-3	2[16.7 µM]	-0.7	-5
Cc1ccc(S(=O)(=O)c2nc(S(C)(=O)=O)sc2N2CCN(C)CC2)cc1	5	-2	19	16	17	x	-4.4	-16
CC12CCC(=O)N1c1c(sc3nc(N4CCOCC4)c4c(c13)CCCC4)C(=O)N2 (stereo not drawn)	13	-2	4	1	28	0	x	3
Cc1ccc(NC(=O)COC(=O)CCc2c(C)nc3ncnn3c2C)cc1C	-6	-2	1	0	27	-3	6.3	-21
O=C(Nc1ccccc1)c1cc(S(=O)(=O)N2CCSCC2)ccc1Cl	1	-2	-2	x	-6	1	1.9	x
COc1cc2c(C#N)c(N3CCN(C)CC3)nc(N)c2c(N)n1	0	0	-1	x	x	-3	x	5
COc1ccc(CCNC(C)=O)cc1	x	0	-1	1	6	-3	x	9
Nc1ccc2nc(-c3cccc(-c4nc5ccc(N)cc5[nH]4)n3)[nH]c2c1	-62	1	-1	10	5	5	5.3	x
C[C@@H]1CCCCO[C@H](CN(C)S(=O)(=O)c2ccccc2)[C@H](C)CN([C@@H](C)CO)C(=O)c2cc(NC(=O)Cc3ccccc3)ccc2O1	-5	0	-7	x	-44	-1[16.7 µM]	-1.1	13
CC(C)c1ccccc1OCC(O)CN1CCN(S(=O)(=O)c2ccc([N+](=O)[O-])cc2)CC1 (stereo not drawn)	-25	7	-3	25	-45	-5	0.3	-1
COc1ccc(NS(=O)(=O)c2cc(C)ccc2OC)cc1OC	x	12	1	20	x	95*	x	6
O=C(NCCOC(=O)c1ccc(C(=O)OCCNC(=O)c2cccnc2)s1)c1cccnc1	0	-7	0	-18	-2	-1	x	-5
Cc1ccc(S(=O)(=O)/C(=C\N(C)C)c2cnc(Cl)s2)cc1	3	-2	-3	x	-10	x	-0.6	x
Cc1c(CCCC(=O)O)sc(N)c1C(=O)c1cccc(C(F)(F)F)c1	-3	1	0	-3	6	x	-0.4	x
CN(C)CC(=O)N1CCCCN2[C@H](CO)[C@@H](c3ccc(-c4cccnc4)cc3)[C@@H]2C1	x	1	0	x	14	2[16.7 µM]	-0.2	-1
COc1ccc(C(=O)O/N=C(\C)c2nccs2)cc1	14	6	-1	-8	x	2	-1.6	3
Nc1ncnc2c1ncn2[C@@H]1O[C@H](C(=O)N2CCCN(Cc3ccccc3F)CC2)[C@@H](O)[C@H]1O	-5	0	-1	-2	2	-3	0.5	-1
CC(C)Cn1c(-c2ccc(Cl)cc2)cnc1SCC(=O)N1CCOCC1	x	3	2	-5	6	-2	1.4	16
Cc1ccc(OCC(=O)Nc2ccc3oc(=O)ccc3c2)cc1	-3	x	x	-2	12	-6	-1.6	9
CC(=O)N1c2ccccc2NC2=C(C(=O)CCC2)C1c1cccnc1 (stereo not drawn)	x	1	2	0	x	-2	x	-6
CCOc1ccc(C2=Nn3cnnc3SC2)cc1	17	-5	12	-14	x	-3	x	3
CCc1noc(C)c1C(=O)NC1CCCc2c1cnn2-c1cc(C)cc(C)c1 (stereo not drawn)	2	3	0	-9	-16	13	3.3	12
CNC(=O)c1ccccc1Sc1cccc2cccc(C(=O)O)c12	-1	4	3	15	1	-1	-1.8	1
O=C(ON=C1CCN(S(=O)(=O)c2ccccc2)CC1)c1ccccc1	11	7	0	4	x	-4	x	2
O=C(C[C@@H]1CC[C@@H]2[C@H](COC[C@@H](O)CN2C(=O)Nc2cccc(Cl)c2)O1)NCc1ccccc1F	0	-2	-6	-18	-20	-5[16.7 µM]	-0.5	8
COc1ccc(CCN2C(=O)CS/C2=N\NC(=O)c2ccc(C(C)(C)C)cc2)cc1OC	-4	-1	9	-9	2	2	x	3
COc1ccc(OC)c(C(=O)CSc2nnc(Cc3cccs3)n2C)c1	x	-3	2	14	x	7	x	0
Cc1c(C(=O)OCC(=O)c2ccc3c(c2)OCCO3)oc2ccccc12	0	0	1	-14	x	4	x	4
NS(=O)(=O)c1ccc(CCNC(=O)CNS(=O)(=O)c2cccc(Br)c2)cc1	-1	x	x	x	-3	x	1.7	-5
Nc1c(C(=O)CSc2nnc(Nc3ccc(F)cc3)s2)c(=O)[nH]c(=O)n1C1CC1	13	5	0	-7	8	6	0.7	9
CON(C)S(=O)(=O)NC(=O)C1=C(N2CCCC2)COC1=O	14	-4	-2	4	1	-6	0.5	6
O=C(NCCc1ccccc1)c1ccc(Cl)c([N+](=O)[O-])c1	6	1	-5	-5	-12	-2	x	-3
O=C(C1CCC1)N1CCCCN2[C@H](CO)[C@H](c3ccc(C#CC4(O)CCCC4)cc3)[C@H]2C1	x	-5	3	-12	8	-2[16.7 µM]	2.1	-6
CCCOc1ccc(CCC(=O)N/N=C/c2ccco2)cc1	3	0	0	x	-19	-1	0.3	-6
O=C(CSC1=Nc2ccccc2C2=NC(CC(=O)NCc3ccco3)C(=O)N12)NCC1CCCO1 (stereo not drawn)	2	-1	-1	x	x	6	x	x
CCOC(=O)/C(C#N)=C/Nc1ccsc1C(=O)OC	-6	5	-1	1	-5	28	-1.9	-4
Cc1cc(-c2nc(C)c(C(=O)NN)s2)no1	6	x	x	-16	x	x	4.2	2
CCCNC(=O)N(C)C[C@H]1Oc2ncc(-c3ccc(F)cc3)cc2C(=O)N([C@H](C)CO)C[C@@H]1C	x	-1	-1	-8	-3	0[16.7 µM]	-1.3	-9
COc1ccccc1C(=O)NC(=O)COC(=O)CCS(=O)(=O)c1ccc(C)cc1	-5	-1	4	3	1	x	4.8	6
CCCCC(=O)Nc1ccc(N2CCCC2)cc1	x	-9	-3	25	5	-6	x	7
CN1CCN(C(=O)C[C@@H]2CC[C@H]3[C@@H](COC[C@@H](O)CN3Cc3ccc4c(c3)OCO4)O2)CC1	3	-1	0	-6	17	3[16.7 µM]	0.0	8
C[C@H](CO)N1C[C@H](C)[C@H](CN(C)C(=O)CCCN(C)C)OCCCC[C@H](C)Oc2ccc(NC(=O)Nc3ccc(F)cc3)cc2C1=O	x	-2	-2	x	11	7[16.7 µM]	0.1	5
COc1ccc(C(=O)c2sc3nc(-c4ccccc4)ccc3c2N)cc1OC	-50	-1	-1	-15	x	0	x	-6
C[C@@H]1CCCCO[C@@H](CN(C)C(=O)NC2CCCCC2)[C@@H](C)CN([C@@H](C)CO)C(=O)c2cc(NC(=O)Cc3ccccc3)ccc2O1	x	-3	1	x	-28	-2[16.7 µM]	1.7	-1
COc1ccc(OC)c(C(=O)c2ccc(Cl)cc2)c1	-6	x	x	-4	12	x	0.7	-3
CC(=O)Nc1cccc(C(=O)N2CCN(S(=O)(=O)c3ccc4ccccc4c3)CC2)c1	-3	3	12	18	2	-3	-0.2	-12

# More records follow:
canonical_smiles	FN deposit inh	PglD inh	Cneo AK release	Statin myotox sup	GSIS activator	miR-122 sensor	F508del corr	PGC1a acetyl inh
COc1cc(/C=N/N2CCN(Cc3ccc(Cl)cc3)CC2)cc(Br)c1O	-8	4	9	4	3	3	-3.8	-7
Cc1ccc(C)n1-c1ncc(Br)cn1	-8	x	x	x	23	x	0.8	9
COc1ccc(OCCN2CCN(S(=O)(=O)c3ccccc3C(F)(F)F)CC2)cc1	2	0	1	-3	-8	x	-2.9	x
Cc1ccc(CSCC(=O)Nc2ccc(F)cc2)cc1	-3	-1	2	x	x	6	x	6
CC1CC(N(C(=O)c2ccccc2Cl)c2ccccc2)c2ccccc2N1 (stereo not drawn)	x	-1	1	12	-29	5	x	-20
Fc1ccc(-n2c(-c3ccco3)n[nH]c2=S)cc1	2	-4	2	-3	31	-2	4.0	7
Cc1c(N=C2N=C(NC(=O)c3cccs3)c3ccccc32)c(=O)n(-c2ccccc2)n1C	-6	x	x	x	4	x	3.6	8
O=C(NCCC1CCCCN1S(=O)(=O)c1ccc(F)cc1)C(=O)NCc1cccnc1 (stereo not drawn)	-8	4	2	5	50*	x	0.3	11
CC(C)N1C(=O)CC(Nc2ccc(N3CCOCC3)cc2)C1=O (stereo not drawn)	-5	-11	-3	-22	x	183*	x	x

# Whole records as entered above:
# Shown for CC1CC(N(C(=O)c2ccccc2Cl)c2ccccc2)c2ccccc2N1 (stereo not drawn) = FN deposit inh = x; PglD inh = -1; Cneo AK release = 1; Statin myotox sup = 12; GSIS activator = -29; miR-122 sensor = 5; F508del corr = x; PGC1a acetyl inh = -20
# Shown for CC(C)N1C(=O)CC(Nc2ccc(N3CCOCC3)cc2)C1=O (stereo not drawn) = FN deposit inh = -5; PglD inh = -11; Cneo AK release = -3; Statin myotox sup = -22; GSIS activator = x; miR-122 sensor = 183*; F508del corr = x; PGC1a acetyl inh = x

# No enrichment for hits (roughly 2.1% active in at least one column).
